# Calb biofilm kill – kills Candida albicans biofilms. C. albicans biofilm + clotrimazole, Alamar Blue. inhibition, % at 6 µM. 0.14% of 85,000 active;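 active = inhibition above 20%; inactive = inhibition below 20%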;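 also: preformed 24 hr biofilms exposed to compound for 48 hr; 0% = biofilm without compound and 100% = blank killed by clotrimazole plus chlorhexidine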
# ERa SRC1 inh – blocks coactivator binding to human estrogen receptor alpha; 1.7% of 86,000 active; inhibition, % at 25.6 µM; TR-FRET ER-alpha LBD / SRC-1 peptide, estradiol-bound; P03372; in the data active = inhibition above about 50%;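 also: 0% = receptor plus peptide control and 100% = peptide only without receptor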
# Target sequence (P03372 whole entry, looked up, the tested form may be a part): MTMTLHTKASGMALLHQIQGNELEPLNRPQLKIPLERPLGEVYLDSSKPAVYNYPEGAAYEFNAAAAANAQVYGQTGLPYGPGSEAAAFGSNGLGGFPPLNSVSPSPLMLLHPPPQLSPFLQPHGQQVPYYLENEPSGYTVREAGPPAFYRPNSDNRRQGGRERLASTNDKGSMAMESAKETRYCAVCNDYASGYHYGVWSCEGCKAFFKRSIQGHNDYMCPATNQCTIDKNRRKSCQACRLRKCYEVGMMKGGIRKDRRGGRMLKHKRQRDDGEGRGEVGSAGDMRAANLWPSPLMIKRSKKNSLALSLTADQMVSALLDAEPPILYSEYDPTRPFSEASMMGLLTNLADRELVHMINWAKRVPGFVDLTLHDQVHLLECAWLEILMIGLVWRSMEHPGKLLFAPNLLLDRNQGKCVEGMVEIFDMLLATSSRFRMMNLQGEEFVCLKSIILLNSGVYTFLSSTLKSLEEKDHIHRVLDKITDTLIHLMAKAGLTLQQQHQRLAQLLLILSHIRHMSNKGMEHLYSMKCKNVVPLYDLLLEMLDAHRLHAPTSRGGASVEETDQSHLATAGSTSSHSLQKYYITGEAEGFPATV
# Smad3 inh – Smad3 (human) transcription factor binding inhibition | TR-FRET Smad3/Dy647-FoxH1 peptide binding, europium anti-His | inhibition, % at 25 µM | 0.29% of 88,000 active | AID 630;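 active = compounds that reduce the energy-transfer binding signal between the protein and its labelled peptide by more than half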;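 also: 0% = Smad3 plus labelled peptide maximal FRET and 100% = peptide-only background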
# Target sequence (P84022 whole entry, looked up): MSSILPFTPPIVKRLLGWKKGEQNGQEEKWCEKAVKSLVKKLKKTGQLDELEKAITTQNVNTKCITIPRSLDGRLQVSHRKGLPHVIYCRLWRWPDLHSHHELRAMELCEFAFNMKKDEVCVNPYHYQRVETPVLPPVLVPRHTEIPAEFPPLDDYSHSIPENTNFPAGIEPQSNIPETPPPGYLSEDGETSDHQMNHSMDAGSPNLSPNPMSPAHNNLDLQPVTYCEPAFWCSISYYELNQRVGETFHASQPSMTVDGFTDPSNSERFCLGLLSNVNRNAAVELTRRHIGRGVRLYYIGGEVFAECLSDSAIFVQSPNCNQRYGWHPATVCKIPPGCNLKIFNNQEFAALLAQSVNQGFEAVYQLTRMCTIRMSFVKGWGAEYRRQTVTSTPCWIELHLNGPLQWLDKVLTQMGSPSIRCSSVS
# sEH act – soluble epoxide hydrolase (human) activation. 0.04% of 91,000 active. activation, % at 2 µM. purified human sEH enzymatic activity, activator screen; in the data active = activation above about 37%; also: values of inactives mirror those of a sister screen read the other way
# ERa coact pot – enhances coactivator binding to human estrogen receptor alpha | P03372 | TR-FRET ERalpha-LBD/SRC-Cy5 coactivator binding, 2 h; 100 = basal binding, no effect | coactivator binding (% of control), % at 25.6 µM | 1.3% of 86,000 active | AID 639; in the data active = activity above about 200%;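 also: binding measured in presence of low estradiol as agonist stimulus; 0% = peptide alone without receptor and 100% = receptor with peptide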
# ERb SRC1 inh – blocks coactivator binding to human estrogen receptor beta; Q92731; 1.3% of 86,000 active; inhibition, % at 25.6 µM; TR-FRET ER-beta LBD / SRC1-Cy5 peptide binding; receptor agonist-loaded with 1 µM estradiol;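 active = compounds whose percent inhibition of the receptor-coactivator binding signal exceeds about 50% in the single-dose screen, limit read from the data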;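 also: 0% = receptor plus peptide wells without compound and 100% = peptide-only wells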
# H69AR inhibit – growth inhibitors of human H69AR lung tumor cells | H69AR lung tumor viability, ATP luminescence, 72 h; hits give low values | viability, % at 10 µM | 6% of 85,000 active;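 active = viability at or below 40%; inactive = viability above 40%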;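 also: multidrug resistant small cell line overexpressing MRP-1 efflux transporter; 100% = mean luminescence of untreated control wells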
# Fibroblast inh – blocks proliferation of human lung fibroblasts; LL 47 human lung fibroblast viability, ATP luminescence; hits give low values; viability, % at 10 µM; 1.1% of 85,000 active; AID 719;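 active = viability at or below 50% in the single dose screen; inactive = viability above 50%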;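 also: compound exposure lasted 72 h before the ATP readout; 100% = median luminescence of untreated cell-only wells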
#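 Material: Human LL 47 lung fibroblast cells | Input: 1,150 cells/well | Buffer or medium: IMEM plus 15% FBS | Compound dosing: 0.1% DMSO in all compound wells | Times: Overnight cell rest, 72 h compound treatment at 37 °C | Signal: CellTiter-Glo luminescence measuring cellular ATP | Measure: % viability versus median cells-only luminescence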
# HUVEC inhibit – human endothelial cell proliferation inhibition | HUVEC proliferation, CellTiter-Glo luminescence, 72 h; hits give low values | 1.1% of 86,000 active | viability, % at 10 µM (by protocol);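 active = viability at or below 30%; inactive = viability above 30%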;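 also: 100% = median luminescence of DMSO-only cell control wells on each plate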
# * = called active by the depositor; . = no result given; [ ] = another dose, or the depositor's remark. A portion of the library; count on the stated rates, not on these rows.
SMILES,Calb biofilm kill,ERa SRC1 inh,Smad3 inh,sEH act,ERa coact pot,ERb SRC1 inh,H69AR inhibit,Fibroblast inh,HUVEC inhibit
O=C1C2C(C(=O)N1Cc1cccnc1)C1C=CC2C12CC2 (stereo not drawn),4.1,1.9,2.6,-0.7,101.5,1.4,102.2,102.8,93.9
COC(=O)COc1ccc(Oc2cc(C)nc(SC)n2)nn1,5.3,10.3,5.7,3.8,96.3[fluorescence artefact?],-3.1,88.0,92.0,83.4
O=C1c2ccsc2SCCN1Cc1ccccc1Cl,3.5,-3.2,-10.6,-3.4,97.5[fluorescence artefact?],24.8[fluorescence artefact?],92.0,92.7,79.4
CCN(CC)CC(=O)Nc1c(Br)ccc2c1OCO2,5.4,-13.5,3.1,7.2,104.0,-8.4,100.0,98.5,101.6
O=C(NC1CCN(C(=O)Nc2ccccc2)CC1)C1CCCCC1,-0.8,2.1,-3.7,-5.0,114.2,-1.9,72.7,97.3,96.4
CC(=O)c1ccc(N2CCN(C(=O)c3ccco3)C(C)C2)c(F)c1 (stereo not drawn),7.6,-24.3,0.8,1.4,88.2,-26.5,93.1,93.8,94.6
CC(C)(C)c1nc(CN2CCOCC2)ccc1O,3.6,-4.9,-10.4,13.8,97.9[fluorescence artefact?],9.8,80.6,107.2,96.8
COC(=O)Cc1nnc(NC(=O)c2ccccc2)s1,0.2,7.2,5.7,-8.3,120.8,-1.0[fluorescence artefact?],101.1,93.5,97.5
CCc1ccc2oc(=O)cc(CN3CCC(C)CC3)c2c1,5.8,-3.3,8.4,1.4,98.0[fluorescence artefact?],3.9,67.3,99.5,113.2
CCOC(=O)c1ccc(N=Cc2nc(-c3ccccc3)oc2OC(C)=O)cc1,6.4,15.0,4.8,-3.3,49.3[fluorescence artefact?],11.2,18.9*,97.1,55.0
CCOC(=O)N1CCN(C(=O)c2cnn3ccccc23)CC1,-0.7,-5.4,-11.3,.,111.4,-16.8[fluorescence artefact?],98.4,101.4,105.0
CCOC(=O)c1c(C2COc3ccccc3O2)csc1N (stereo not drawn),-1.3,3.5,-5.6,0.1,51.9,-7.2,85.5,90.7,82.0
COc1ccc(OC)c(N(CC(=O)Nc2ccc3c(c2)OCO3)S(=O)(=O)c2ccccc2)c1,1.3,-5.9,12.3[fluorescence artefact?],0.1,105.6,-6.1,46.1,.,93.3
Cc1occc1C(=O)NC(C)C(C)(C)C (stereo not drawn),2.8,-26.1[fluorescence artefact?],-1.1,12.7,158.0,-30.2[fluorescence artefact?],99.2,95.6,101.4
CCSc1nnc(NC(=O)c2ccc(Br)s2)s1,4.7,8.1[fluorescence artefact?],18.7[fluorescence artefact?],-1.7,396.0*[fluorescence artefact?],28.4[fluorescence artefact?],87.3,82.8,82.8
O=C1C2C3C=CC(C3)C2C(=O)N1c1ccc(-c2nc3ccccc3o2)cc1 (stereo not drawn),4.0,-13.5,3.6,9.4,115.8[fluorescence artefact?],8.3,95.2,105.7,104.9
CCCCOCCCNC(=O)N[C@@H](CCSC)C(=O)OC,1.7,1.8[fluorescence artefact?],6.7,-0.9,113.8,5.7,89.2,117.3,101.0
CCOc1cccc2sc(NC(=O)CC)nc12,-4.1,-6.8,-20.8,16.6,112.6,5.9,88.8,106.9,99.2
C(=N\c1nc2ccccc2n1Cc1ccccc1)/c1cccs1,0.1,26.4[fluorescence artefact?],2.5,.,98.8[fluorescence artefact?],13.9[fluorescence artefact?],98.9,86.0,107.5
O=C(c1ccc(CS(=O)(=O)c2c(Cl)cccc2Cl)o1)N1CCCC1,2.4,4.4,6.9,-3.6,118.2[fluorescence artefact?],-3.5[fluorescence artefact?],94.1,97.9,105.8
O=C1OCCC1Sc1nnnn1-c1ccccc1 (stereo not drawn),0.7,-7.5,-3.4,-4.5,102.1,-2.5,103.8,107.1,105.6
O=C1C2C(c3ccccc3)C=CC(c3ccccc3)C2C(=O)N1CCO (stereo not drawn),5.5,4.0,2.7,.,97.8,2.3,81.6,101.7,83.5
CCOc1ccccc1C1CC(c2ccc(Cl)cc2)Nc2nc(N)nn21 (stereo not drawn),3.5,-2.3,-5.5,9.7,109.3,-3.4[fluorescence artefact?],75.6,94.8,93.0
Cc1ccnc(NS(=O)(=O)c2ccc(NC(=O)C3CCCCC3C(=O)O)cc2)n1 (stereo not drawn),6.0,-44.8,4.7,-2.6,100.9[fluorescence artefact?],-20.3,84.0,99.7,92.3
Cc1ccc2nc(SCCC(=O)O)cc(C)c2c1,3.7,-8.9,0.7,3.7,110.0,-7.7,75.4,94.7,82.9
CC(=O)c1cnc2c(-c3ccc(Cl)cc3)cnn2c1C,5.9,12.3,-16.0,0.6,103.0,15.5,67.0,97.9,87.4
Cn1c(=O)cc(OCC(=O)N2CCC(N3CCCCC3)CC2)c2ccccc21,3.9,-6.8,4.6,.,111.4,-14.9,76.5,90.5,88.3
FC(F)(F)c1cccc(OCCOCCn2cncn2)c1,9.3,-7.7,4.3,4.9,135.6,-6.5[fluorescence artefact?],88.7,97.2,98.9
COc1ccccc1-c1cc2nc(C)c(CCC(=O)NCc3ccco3)c(C)n2n1,9.1,4.1,9.8,.,108.2,-7.9,71.6,105.7,97.3
O=S1(=O)N=C(N2CCN(Cc3ccc4c(c3)OCO4)CC2)c2ccccc21,9.4,-4.9,-0.2,3.6,101.5,-2.6,95.0,104.8,104.6
CC1CCN(S(=O)(=O)c2ccc(S(=O)(=O)N3CCN4CCCC4C3)cc2)CC1 (stereo not drawn),7.8,-8.3,-1.1,.,132.7,-6.8,99.9,99.2,95.4
Cc1ccc(-c2nc(CN(C)C)cc(CN(C)C)c2O)cc1,-4.2,-9.4,-3.9,13.8,120.9,0.3,.,89.3,99.5
CCOC(=O)C1=C(C)NC(=O)NC1c1cc2c(cc1Br)OCO2 (stereo not drawn),6.8,-0.5,8.0,-5.5,99.5,-2.5,86.1,95.4,104.1
c1cnc2ccc(C(c3nnnn3C3CCCC3)N3CCN(c4nc5ccccc5s4)CC3)cc2c1 (stereo not drawn),-2.4,-0.9,-15.8,-4.6,112.9,-1.4,79.4,92.2,93.7
CC1(C)Cc2cccc(OCC(=O)Nc3cc(C(F)(F)F)ccc3N3CCOCC3)c2O1,5.8,3.5,1.4,-5.2,91.9,2.0,87.6,86.1,91.2
O=C(Nc1cccc(Cl)c1)c1ccc2c(=O)n3c(nc2c1)CCCCC3,-2.2,4.9,-6.2,6.2,79.9,10.1,42.5,94.7,78.7
NC(=O)c1c(C(F)(F)F)cc(-c2ccccc2)nc1NCCO,-2.8,3.8,-9.7,2.7,113.7,-7.5,94.5,91.3,106.8
OC12CCCCC1C(c1ccc3c(c1)OCO3)N(Cc1cccc(F)c1)CC2 (stereo not drawn),3.4,18.0,3.7,7.8,87.8,-0.5[fluorescence artefact?],87.6,88.8,91.1
Cc1ccc(S(=O)(=O)CCSc2nc(C)cc(C(F)(F)F)c2C#N)cc1,9.7,31.7[fluorescence artefact?],10.5,-8.0,178.0[fluorescence artefact?],18.7[fluorescence artefact?],1.6*,105.9,63.5
COCCN1Cc2cccc(C(=O)NCc3cccnc3)c2C1=O,0.0,7.6,4.5,-15.3,119.1,-3.8,98.3,90.5,102.9
CCc1cccc(NC(=O)C2CCCN(S(=O)(=O)c3c(C)[nH]c(=O)[nH]c3=O)C2)c1 (stereo not drawn),9.6,-4.5,3.0,-76.7,98.4,6.8,100.1,95.3,87.3
COc1ccc(-c2c3c(=O)n(C)c(=O)n(C)c3cn2NC(C)=O)cc1,5.2,1.4,-7.1,15.7,114.5,-3.2,81.6,104.2,107.0
CCN1CCN(C(CNS(=O)(=O)c2ccc(OC)cc2)c2cccnc2)CC1 (stereo not drawn),3.9,-13.5,7.2,.,122.5,1.6,99.9,103.0,90.2
COc1ccc(OCC(=O)N(C)Cc2ccccc2)cc1,2.6,1.7,-5.7,.,89.5,-4.6,89.8,105.6,95.5
CCCc1[nH]nc2c1C(c1ccc(OC(=O)c3ccco3)cc1)C(C#N)=C(N)O2 (stereo not drawn),6.6,16.9,14.2,.,134.8,1.4,97.7,95.1,98.2
COc1cc2c(cc1OC)C(C(=O)N1CCCC1)C(c1ccccc1F)N(C)C2=O (stereo not drawn),3.2,-1.8[fluorescence artefact?],-4.2,.,112.5,0.9[fluorescence artefact?],102.8,99.8,95.4
O=C(C1CCC(Cn2c(=S)[nH]c3ccccc3c2=O)CC1)N1CCN(c2ccccc2)CC1 (stereo not drawn),0.3,-17.0,0.7,-40.4,87.0,-8.3,71.9,.,73.0
COc1ccccc1N1CCN(S(=O)(=O)c2ccc3c4c(cccc24)C(=O)N3C)CC1,7.6,26.4,-9.4,15.2,91.3[fluorescence artefact?],10.0,89.0,102.3,97.7
C=CCOc1c(CNn2nnnc2N)cccc1OC,7.4,-4.4,8.3,6.6,101.5,-4.5,95.8,104.0,89.3
COc1ccc(-n2nnc3c(=O)n(Cc4ccccc4C)cnc32)cc1,6.7,8.1[fluorescence artefact?],-5.0,-5.3,116.3[fluorescence artefact?],12.9[fluorescence artefact?],87.4,99.6,100.9
CCOc1ccc(OCC(=O)Nc2ccc(OC)cc2)cc1,6.7,-5.4,10.4,3.6,110.2,-10.2,86.5,96.6,101.2
Cc1ccccc1-n1c(=O)c2ccccc2n2cnnc12,4.1,-9.4,9.8,2.6,100.2[fluorescence artefact?],-4.1,96.3,89.3,105.6
CCOc1ccc(C(=O)Nc2cc(=O)n(C)c(=O)n2C)cc1,9.1,10.5[fluorescence artefact?],7.3,-3.1,66.4,-11.2,101.3,91.0,87.3
COc1ccc(C2C(C(=O)NCc3ccccc3)=C(C)Nc3ncnn32)cc1OC (stereo not drawn),10.4,1.7[fluorescence artefact?],5.7,.,105.1,0.0[fluorescence artefact?],99.8,104.7,93.7
COC(=O)c1ccc(=O)n(-c2ccc(OC)cc2)c1,-0.7,-6.0,-0.3,4.4,115.7,-4.4,100.5,103.4,96.4
CCN(CC)CCNC(=O)c1cc2c(=O)n(C)c3ccccc3c2n1C,-3.5,4.0,-0.7,.,101.1,-2.1,89.4,90.0,91.6
CCn1nnc(NC(=O)c2sc3ccccc3c2Cl)n1,9.4,-3.0,-3.2,-9.0,116.8,-12.1,101.0,82.0,88.3
Cc1c(Cl)c(C(=O)NC2CCCC2)nn1C,2.5,-3.4,8.9,-3.2,121.3,-5.4,78.2,91.9,89.6
COc1cc(C(c2nnnn2C(C)(C)C)N2CCN(C)CC2)cc(OC)c1OC (stereo not drawn),-0.7,2.8,-17.0,3.7,100.0,5.3,89.0,101.8,105.1
Nn1c(SCC(=O)NCCC2=CCCCC2)nnc1C1CCCCC1,4.5,-1.3,3.7,2.5,105.2,5.5[fluorescence artefact?],98.9,102.7,106.0

# 3 structures out of the list, ordered by molar mass, low to high.
SMILES,Calb biofilm kill,ERa SRC1 inh,Smad3 inh,sEH act,ERa coact pot,ERb SRC1 inh,H69AR inhibit,Fibroblast inh,HUVEC inhibit
Cc1c(Cl)c(C(=O)NC2CCCC2)nn1C,2.5,-3.4,8.9,-3.2,121.3,-5.4,78.2,91.9,89.6
C=CCOc1c(CNn2nnnc2N)cccc1OC,7.4,-4.4,8.3,6.6,101.5,-4.5,95.8,104.0,89.3
CCN(CC)CCNC(=O)c1cc2c(=O)n(C)c3ccccc3c2n1C,-3.5,4.0,-0.7,.,101.1,-2.1,89.4,90.0,91.6
